Source: PubChem
mHTT-CaM PPI inh = inhibitors of human mutant huntingtin-calmodulin interaction | P42858 | AlphaScreen His-mHTT/GST-CaM binding, luminescence | inhibition, % at 15 µM | 190,000 compounds, 3.6% hits | AID 1671202;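 also: 0% = both proteins with DMSO and 100% = one protein alone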
Target sequence (P42858 whole entry, looked up, stated change not applied): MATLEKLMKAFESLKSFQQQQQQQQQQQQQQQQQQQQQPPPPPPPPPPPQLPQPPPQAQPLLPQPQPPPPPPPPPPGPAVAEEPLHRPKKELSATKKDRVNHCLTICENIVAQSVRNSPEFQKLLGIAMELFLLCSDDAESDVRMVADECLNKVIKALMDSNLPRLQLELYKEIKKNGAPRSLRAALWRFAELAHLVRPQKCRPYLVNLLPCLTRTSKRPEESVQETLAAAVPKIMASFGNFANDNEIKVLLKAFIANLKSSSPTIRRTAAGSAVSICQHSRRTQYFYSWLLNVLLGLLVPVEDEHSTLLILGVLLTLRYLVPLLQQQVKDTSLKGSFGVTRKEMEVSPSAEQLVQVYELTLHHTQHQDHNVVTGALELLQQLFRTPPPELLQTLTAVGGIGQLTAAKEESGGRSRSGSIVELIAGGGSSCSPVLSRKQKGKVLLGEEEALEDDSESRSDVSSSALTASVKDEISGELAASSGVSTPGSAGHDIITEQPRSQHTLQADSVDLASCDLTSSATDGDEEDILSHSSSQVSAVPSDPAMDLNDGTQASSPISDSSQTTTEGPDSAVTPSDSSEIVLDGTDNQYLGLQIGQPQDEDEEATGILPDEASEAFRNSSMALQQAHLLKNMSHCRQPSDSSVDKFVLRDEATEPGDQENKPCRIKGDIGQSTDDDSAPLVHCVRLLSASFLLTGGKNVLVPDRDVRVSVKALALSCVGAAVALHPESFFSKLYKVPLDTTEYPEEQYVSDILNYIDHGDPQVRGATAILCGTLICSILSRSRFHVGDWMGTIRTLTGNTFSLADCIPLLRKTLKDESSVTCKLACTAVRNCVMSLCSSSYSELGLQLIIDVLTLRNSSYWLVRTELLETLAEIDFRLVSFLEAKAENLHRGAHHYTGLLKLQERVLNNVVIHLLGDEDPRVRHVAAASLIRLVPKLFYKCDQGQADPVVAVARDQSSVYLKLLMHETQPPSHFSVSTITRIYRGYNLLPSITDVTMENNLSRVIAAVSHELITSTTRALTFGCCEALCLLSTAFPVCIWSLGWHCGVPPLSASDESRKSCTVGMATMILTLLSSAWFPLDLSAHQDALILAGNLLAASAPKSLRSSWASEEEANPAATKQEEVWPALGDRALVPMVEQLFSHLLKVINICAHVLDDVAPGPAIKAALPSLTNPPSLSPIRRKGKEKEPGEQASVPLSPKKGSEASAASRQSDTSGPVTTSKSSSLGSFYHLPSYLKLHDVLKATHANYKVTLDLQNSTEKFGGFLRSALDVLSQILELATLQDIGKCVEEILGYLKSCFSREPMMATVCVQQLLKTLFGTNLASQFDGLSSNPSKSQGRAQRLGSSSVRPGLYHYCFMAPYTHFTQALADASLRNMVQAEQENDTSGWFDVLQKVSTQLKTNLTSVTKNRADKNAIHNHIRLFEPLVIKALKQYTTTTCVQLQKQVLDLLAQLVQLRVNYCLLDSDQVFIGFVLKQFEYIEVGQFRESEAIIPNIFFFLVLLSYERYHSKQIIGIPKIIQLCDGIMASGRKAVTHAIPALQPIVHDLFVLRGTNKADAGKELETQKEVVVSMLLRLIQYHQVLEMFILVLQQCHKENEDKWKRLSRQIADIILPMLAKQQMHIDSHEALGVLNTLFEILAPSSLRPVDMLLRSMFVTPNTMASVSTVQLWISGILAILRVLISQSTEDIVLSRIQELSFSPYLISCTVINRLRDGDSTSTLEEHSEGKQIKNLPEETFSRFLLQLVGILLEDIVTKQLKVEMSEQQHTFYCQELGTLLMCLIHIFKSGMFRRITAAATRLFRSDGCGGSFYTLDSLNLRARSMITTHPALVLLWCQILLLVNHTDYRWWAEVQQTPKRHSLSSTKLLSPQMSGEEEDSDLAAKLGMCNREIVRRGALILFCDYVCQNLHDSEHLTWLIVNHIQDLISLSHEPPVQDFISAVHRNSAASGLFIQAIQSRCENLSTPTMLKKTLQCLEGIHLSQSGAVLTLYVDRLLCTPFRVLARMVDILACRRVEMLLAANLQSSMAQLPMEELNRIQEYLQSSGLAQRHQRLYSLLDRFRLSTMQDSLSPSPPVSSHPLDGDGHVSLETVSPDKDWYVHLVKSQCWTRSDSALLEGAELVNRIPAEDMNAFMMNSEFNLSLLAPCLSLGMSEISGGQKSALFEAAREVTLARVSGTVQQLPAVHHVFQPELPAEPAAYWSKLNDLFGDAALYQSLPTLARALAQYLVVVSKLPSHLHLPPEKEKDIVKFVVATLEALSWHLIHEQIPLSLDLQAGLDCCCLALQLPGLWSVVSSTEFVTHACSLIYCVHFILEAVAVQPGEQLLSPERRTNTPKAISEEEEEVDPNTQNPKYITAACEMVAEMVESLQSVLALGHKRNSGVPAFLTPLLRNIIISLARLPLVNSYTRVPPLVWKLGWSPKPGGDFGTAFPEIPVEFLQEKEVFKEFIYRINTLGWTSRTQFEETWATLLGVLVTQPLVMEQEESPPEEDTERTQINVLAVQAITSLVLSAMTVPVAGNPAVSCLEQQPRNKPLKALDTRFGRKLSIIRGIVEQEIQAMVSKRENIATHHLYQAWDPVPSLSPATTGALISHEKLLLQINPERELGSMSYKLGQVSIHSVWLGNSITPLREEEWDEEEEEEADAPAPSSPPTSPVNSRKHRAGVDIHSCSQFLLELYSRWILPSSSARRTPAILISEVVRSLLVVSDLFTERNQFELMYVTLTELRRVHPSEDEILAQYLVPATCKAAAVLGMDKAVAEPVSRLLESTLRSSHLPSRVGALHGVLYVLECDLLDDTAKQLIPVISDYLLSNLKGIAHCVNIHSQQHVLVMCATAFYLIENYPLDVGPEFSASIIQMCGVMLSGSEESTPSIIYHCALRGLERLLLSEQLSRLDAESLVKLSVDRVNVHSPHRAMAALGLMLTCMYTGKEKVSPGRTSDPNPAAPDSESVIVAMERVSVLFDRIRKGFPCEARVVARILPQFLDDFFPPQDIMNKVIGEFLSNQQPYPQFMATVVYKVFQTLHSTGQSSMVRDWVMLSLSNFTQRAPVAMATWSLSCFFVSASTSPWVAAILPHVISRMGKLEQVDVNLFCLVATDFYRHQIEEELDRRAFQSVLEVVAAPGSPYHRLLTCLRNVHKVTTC
Pf apPOL block = Pf-apPOL DNA polymerase inhibition; AID 1794808; 210,000 compounds, 0.25% hits; inhibition, % at 10 µM; Recombinant Pf-apPOL, molecular beacon fluorescence, 1.5 h
Starred values were filed as active, the others as inactive; i = inactive; nt = not tested or not shown; & = joins results of further samples. Rule as the data show it: active = inhibition above about 50%; inactive = the rest. A portion of the library; count on the stated rates, not on these rows.

The opening 7 entries, ahead of the listing:
SMILES	mHTT-CaM PPI inh	Pf apPOL block
O=C(c1ccoc1)N1CCCC(OCc2nc(-c3ccccc3)no2)C1 (centres undefined)	0	-1
CC(C)C(=O)Nc1ccc(C2(C(=O)NCc3ccc4c(c3)OCO4)CCCCC2)cc1	0	0
Cc1nc(CCNC(=O)C2CCN(C(=O)c3ccc(Cl)cc3)CC2)cs1	4	-2
O=C(O)CCNC(=O)/C(=C\c1ccc2c(c1)OCO2)NC(=O)c1ccccc1Br	0	-3
O=S(=O)(c1ccccc1C(F)(F)F)N1CCN(c2ccc(N3CCCC3)nn2)CC1	9	-6
COc1cccc(Oc2c(C)oc3c(CN4CCN(C)CC4)c(O)ccc3c2=O)c1	3	-8
COc1cccc(C2CC(=O)NC(SCc3ccccc3)=C2C#N)c1 (centres undefined)	-2	-2

The whole of this part, repeating the preview:
SMILES	mHTT-CaM PPI inh	Pf apPOL block
O=C(c1ccoc1)N1CCCC(OCc2nc(-c3ccccc3)no2)C1 (centres undefined)	0	-1
CC(C)C(=O)Nc1ccc(C2(C(=O)NCc3ccc4c(c3)OCO4)CCCCC2)cc1	0	0
Cc1nc(CCNC(=O)C2CCN(C(=O)c3ccc(Cl)cc3)CC2)cs1	4	-2
O=C(O)CCNC(=O)/C(=C\c1ccc2c(c1)OCO2)NC(=O)c1ccccc1Br	0	-3
O=S(=O)(c1ccccc1C(F)(F)F)N1CCN(c2ccc(N3CCCC3)nn2)CC1	9	-6
COc1cccc(Oc2c(C)oc3c(CN4CCN(C)CC4)c(O)ccc3c2=O)c1	3	-8
COc1cccc(C2CC(=O)NC(SCc3ccccc3)=C2C#N)c1 (centres undefined)	-2	-2
CCOc1ccc2c(c1)OC(=Cc1ccccc1O)C2=O	-9	-5
C1=CC2C(C1)C1CC2C2C1N=NN2Cc1ccccc1 (centres undefined)	-15&-11	-6&2
Fc1ccc(C2=CC(c3cc(Cl)ccc3OC(F)F)n3nnnc3N2)cc1 (centres undefined)	4	-2
N#CCCN(CCN1CCCC1)S(=O)(=O)c1ccc(-c2ccc([N+](=O)[O-])cc2)cc1	11	-5
CCOC(=O)N1CCc2c(sc(NC(=O)C3CC3)c2-c2nc3ccccc3s2)C1	-4	3
O=C(c1cccc(Cl)c1)N1CCCC(c2ccnc(-c3ccccc3)n2)C1 (centres undefined)	26	0
Cc1ccc(C(=O)N2CCN(c3nc(CN4CCCC4)cs3)CC2)cc1C	69*	14
O=C(CC1CCCCN1S(=O)(=O)c1ccc(Cl)cc1)NCc1cccs1 (centres undefined)	-3	-8
COc1ccc2cc3cc(C(=O)NCCC4=CCCCC4)oc3nc2c1	9	8
COc1ccc(CNC(=O)CC2CCN(S(=O)(=O)c3c(C)noc3C)CC2)cc1	-7	0
Cc1[nH]nc2c1C(c1ccc(F)cc1)C1=C(CC(C)(C)CC1=O)N2 (centres undefined)	-1	4
COc1cccc(C(=O)COC(=O)c2ccc3c(c2)OCO3)c1	-28	-8
Cc1cc(C2CCCN2Cc2ccc(F)c(F)c2)no1 (centres undefined)	-13	1
NC(=O)c1ccccc1NC(=O)c1oc(=O)c2ccccc2c1-c1ccccc1	27	0
CCC(=O)NCC1CCCN(C(=O)Nc2cccc(C)c2)C1 (centres undefined)	-2	4
Cc1cc(C)cc(N2C(=O)C3N=NN(c4ccc(C)c(C)c4)C3C2=O)c1 (centres undefined)	30	-4
Cc1ccc(S(=O)(=O)N2CCC(C(=O)N3CCCCCC3)CC2)cc1	-11	3
O=S(=O)(Nc1ccn(-c2ccccc2)n1)c1ccc(Br)cc1	1	2

Next part.
SMILES	mHTT-CaM PPI inh	Pf apPOL block
O=C(O)C1=CCCNC1	nt	-2
COc1ccc(C(=O)Nc2ccc(CC(=O)N3CCOCC3)cc2)c(OC)c1OC	-8	-2
Cc1cc(OCc2nc(C(=O)N3CCN(C)CC3)cs2)ccc1Cl	8	-4
Cc1ccc(F)c(NS(=O)(=O)c2cc3n(c2)CCCN(C)C3=O)c1	5	4
CCN1CC=C2C(C#N)=C(N)C(C#N)(C#N)C(c3ccc(F)cc3F)C2C1 (centres undefined)	10	2
Clc1ccc(-c2noc(CSc3nc4ccccc4n4cccc34)n2)cc1	nt	-6
CSc1ccc(CNC(=O)c2cn3ccc(C)cc3n2)cc1	7	-3
COc1ccc(C2C(C(=O)Nc3cccc(C)n3)c3ccccc3C(=O)N2C)cc1OC (centres undefined)	2	-11
Cc1cc([N+](=O)[O-])ccc1NCc1c[nH]c2ccccc12	69*	2
CSc1nc(N)nc(C2COc3ccccc3O2)n1 (centres undefined)	nt	0
COc1ccc(NC(=O)c2ncn[nH]2)cc1	-1	2
CCOc1ccccc1NC(=O)C1Oc2ccccc2NC1=O (centres undefined)	-14	-2
CSc1c(C#N)c(N)nc(SCC(=O)c2ccc(OC(F)F)cc2)c1C#N	nt	-3&-2
NC(=O)C(CCCCC(=O)O)=NO	nt	-15
CCC1CCCCN1C(=O)CN1CCn2c1nc(C)c(C)c2=O (centres undefined)	10	-6
COC(=O)[C@@H]1[C@H]2SC(C)(C)[C@H](C(=O)OC)N2C(=O)N1Cc1ccccc1	3	3
COc1ccc(CNC(=O)c2cnn3c(C)c(Cc4ccccc4C)c(C)nc23)cc1	1	-9
N#CC(=Cc1c(Cl)cccc1Cl)S(=O)(=O)c1cccs1	nt	4&8
Cc1ccc(-c2ncc3c(=O)n(Cc4ccccc4C)c(=O)n(C)c3n2)cc1	-4	3
O=C(Nc1ccc(OC(F)(F)F)cc1)c1c(-c2ccccc2)nnc2ccccc12	nt	-6
COc1ccc2[nH]c(=O)c(=O)[nH]c2c1	-4	nt
Cc1noc(-c2nn(C)c3c2CN(C(=O)NCC(C)C)CC3)n1	-5	-5
O=C(Nc1c2c(nn1-c1ccc(Cl)cc1)CSC2)c1cc2ccccc2oc1=O	7	-1
Cc1ccc(-c2nn(-c3ccccc3)cc2C=Nc2c(C)n(C)n(-c3ccccc3)c2=O)o1	3	-5
COc1ccc(C)cc1NC(=O)c1ccc(C)cc1Cl	-31	-2

(more compounds)
SMILES	mHTT-CaM PPI inh	Pf apPOL block
Cc1ccc(C)c(S(=O)(=O)N=C2C=CC(=O)C=C2)c1	51*	-4
COc1ccc(NC2CCCCC2NS(=O)(=O)c2ccccc2)cc1 (centres undefined)	18	-6
COc1cc(C)c(C)cc1S(=O)(=O)n1ccnc1C	-7	0
COc1ccccc1NC(=O)CN1CCC2(CC1)N=C(c1cccc(C)c1)C(=O)N2	50*	4
COc1ccccc1-n1nc(C(=O)Nc2c(F)cccc2F)c2ccccc2c1=O	18	-5
CC(C)N/C=C(/c1cc(O)ccc1O)[N+](=O)[O-]	42	-2
O=C1C(N2CCOCC2)=CC(=NS(=O)(=O)c2ccc(Cl)cc2)c2ccccc21	64*	-2
O=C(Nc1cnc(-c2ccc(Cl)cc2)nc1)c1ccc(Br)o1	31	23
CCOc1ccc(C(=O)Cc2ccc(OC)c(OC)c2)cc1OCC	-19	2
COCC(C)(O)CNC(=O)c1c(F)cccc1F (centres undefined)	-18	-2
Cc1cccn2c(=O)c3cc(C(=O)N4CCOCC4)c(=N)n(Cc4cccnc4)c3nc12	1	-12
CC12COC3(C#N)CC1CCC32C (centres undefined)	nt	-4
CCn1cnc2c1c(=O)n(C1CC1)c(=O)n2-c1ccc(F)cc1	-1	2
CC1(C)Cc2ccccc2C(=NCCC(=O)O)N1	-6	-5
Cc1ccc(NC(=O)c2cc(C)n3nccc3n2)c(F)c1	-12	-5
C=C1C2(C(=O)Nc3ccc(F)cc3)CCC(C2)C1(C)C (centres undefined)	-1	2
Clc1cccc(CN2CCc3nc(Nc4ccc5c(c4)OCO5)ncc3C2)c1	28	2
CCn1c(=O)c(-c2ccc(C(=O)Nc3cc(Cl)ccc3C)cc2)nc2cccnc21	-6	0
COc1ccc(Br)cc1/C=C1\N=C(c2ccc(Cl)c([N+](=O)[O-])c2)OC1=O	-6	4
CCN(CC)CCNC(=O)/C(=N\O)c1ccccn1	i	4
Cc1ccc(Nc2nc3ccccc3c(=O)s2)cc1	-1	-4
Cc1ccc(C(=O)Cn2c(NCCCO)nc3ccccc32)cc1	4	-6
O=C(Cn1nc2c(cc1=O)CCCC2)Nc1ccccc1C(F)(F)F	-5	-2
Cc1oc(C2CCN(C(=O)NCC3CCCO3)CC2)nc1C(=O)N1CCCC1 (centres undefined)	-6	-7
CCOc1cc(-c2noc(-c3ncn4c3COC(c3ccc(F)cc3)C4)n2)ccc1OC (centres undefined)	43	-2

Next section
SMILES	mHTT-CaM PPI inh	Pf apPOL block
Oc1ccccc1CNc1nc2c(s1)CCc1ccccc1-2	23	-4
CC(C)c1noc(COC2CCN(C(=O)Cc3cccnc3)CC2)n1	-3	-3
CCOC(=O)c1c(-c2ccc(C)o2)csc1NC(=O)CSc1nnc2ccccn12	16	6
CCn1cnnc1C1CCCCN1C(=O)c1ccc(OC)nc1OC (centres undefined)	3	0
O=S(=O)(c1cccnc1)N1CCN(Cc2nnnn2-c2ccc(F)c(F)c2)CC1	-9	-7
Cc1nc2sccn2c(=O)c1NC(=O)c1ccccc1F	-3	0
CN1CCN(NC(=O)c2ccccc2[N+](=O)[O-])CC1	-2	2
CC(=O)N1CCc2sc(C(=O)NCc3ccccc3)cc2C1	-10	1
O=C(CSc1nc2c(c(=O)n1-c1ccc(F)cc1)SCC2)NCC1CCCO1 (centres undefined)	-6	5
Cc1ccc(C(=O)COc2ccccc2Cl)cc1C	-114	0
CC(C)CCNC(=O)C1(C)CCC(=O)N1CCN1CCN(c2cccc(Cl)c2)CC1 (centres undefined)	39	-4
Cc1ccc(C(=O)Nc2ccc(N3CCN(C4CCCC4)C3=O)nc2)cc1F	-8	0
Cc1ccc2nc(-c3cccc(Cl)c3)c(NC(=O)C(C)(C)C)n2c1	18	-4
CCOCCCNC(=O)C(NC(=O)c1ccccn1)c1ccc(C)cc1 (centres undefined)	1	-6
CS(=O)(=O)Nc1cccc(NC(=O)c2csc(-c3cc4ccccc4[nH]3)n2)c1	24	2
CC1CCc2cc(F)cc3c(O)c(C(=O)Nc4cccnc4)c(=O)n1c23 (centres undefined)	7	-72
Cc1cc(C(=O)Nc2nnc(-c3cc(C)n(C)n3)o2)on1	3	-1
O=C(NCC1CCCO1)c1c(O)c2cccc3c2n(c1=O)CC3 (centres undefined)	5	5
CC(C)NC(=O)c1nc2ccccn2c1-c1ccsc1	-6	-4
CC1=C(C(=O)NCc2cccc(F)c2)C2(CCCCC2)OC1=O	-4	-2
Cc1cc2ccccc2n1CCNC(=O)c1ccccc1C(F)(F)F	15	3
O=C(CC1c2cc(F)ccc2C=C(c2ccsc2)N1c1ccc(C#CCCO)cc1)c1ccco1 (centres undefined)	-13	-7
Cc1cc(C)n(CNc2nc3c(s2)C(=O)CC(C)(C)C3)n1	3	nt
Cc1ccc(-c2csc(-c3cccn3CC(=O)N3CCOCC3)n2)cc1	4	-6
Cn1nc(C(=O)NCc2ccccc2)c2c1CCN(C(=O)COc1ccccc1)C2	56*	-9

Structures shown so far with a CF3 group (4):
SMILES	mHTT-CaM PPI inh	Pf apPOL block
O=S(=O)(c1ccccc1C(F)(F)F)N1CCN(c2ccc(N3CCCC3)nn2)CC1	9	-6
O=C(Nc1ccc(OC(F)(F)F)cc1)c1c(-c2ccccc2)nnc2ccccc12	nt	-6
O=C(Cn1nc2c(cc1=O)CCCC2)Nc1ccccc1C(F)(F)F	-5	-2
Cc1cc2ccccc2n1CCNC(=O)c1ccccc1C(F)(F)F	15	3
